Assay outcomes: PubChem BioAssay, Sanford-Burnham Center for Chemical Genomics
NOD1 NF-kB reporter: NOD1 signaling inhibitors, primary screen, cell-based, luminescence, uHTS (AID 1578) | NOD1-driven NF-kB luciferase reporter cells, luminescence; higher % means a stronger effect | inhibition, % at 4 µM, or EC50 in µM where a hit was titrated | 290,000 compounds, 1% hits; in the data active = inhibition mostly above about 36%, no sharp cut-off; inactive = mostly below about 34%;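 also: HEK-293T reporter cells stimulated with the NOD1 agonist gamma-tri-DAP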
NOD2 inhibition: NOD2 signaling inhibitors, cell-based, luminescence, uHTS, HEK293 (AID 1566); HEK293 NOD2/NF-kB luciferase reporter, luminescence; higher % means a stronger effect; 290,000 compounds, 0.63% hits; inhibition, % at 4 µM; hits with a dose series show EC50 in µM; in the data active = inhibition above about 50%; also: many of its hits are not listed in these tables
Numbers without * were called inactive. These rows are one share of the data; the hit share may differ from the screen's.

Below each SMILES – NOD1 NF-kB reporter	NOD2 inhibition
> O=C(NCc1ccccn1)Nc1ccccc1C(F)(F)F
  -27%	-8%
> COc1ccccc1N(CC(=O)N1CCOCC1)S(C)(=O)=O
  53%	10%
> Cc1ccc(NC(=O)[C@@H](C)NC(=O)[C@@H]2Cc3ccccc3CN2)cc1
  -25%	-2%
> CCCCN1C(=O)N(c2ccccc2Cl)C(C)(O)CC1(C)C (centres undefined)
  -9%	-14%
> O=C1Nc2ccc(Br)cc2/C1=C/c1ccc(C(=O)O)cc1
  -10%	-19%
> Cc1ccc(-c2nc(CS(=O)(=O)CC(=O)N3CCOCC3)c(C)o2)cc1
  9%	17%
> Cc1ccc(C)c(CN2C(=O)c3ccccc3S(=O)(=O)c3ccc(C(=O)N4CCN(C)CC4)cc32)c1
  -12%	43%
> CC(=O)Nc1ccc(NC(=O)C2CC(=O)N(C(C)C)C2)cc1 (centres undefined)
  -35%	3%
> Cc1ccccc1C(=O)Nc1ccc2c(c1)C(=O)NC2=O
  12%	4%
> Cc1ccc(CNCc2ccco2)cc1
  37%	16%
> COc1ccc(CCNCC(O)COc2c(C)cccc2C)cc1OC (centres undefined)
  -5%	6%
> CC(C)(C)c1cc(CCC(=O)NCc2ccncc2)cc(C(C)(C)C)c1O
  -20%	-6%
> CCn1c(CC(=O)Nc2ccccc2Cl)nnc1SCC(=O)NC1CCCC1
  -15%	-5%
> O=C(Nc1cccc(C(=O)Nc2cccc(C(F)(F)F)c2)c1)c1ccc(=O)[nH]c1
  -62%	10%
> CCCCn1c(SCC(=O)Nc2cc(C)on2)nnc1-c1ccncc1
  -28%	-11%

The list goes on.
Below each SMILES – NOD1 NF-kB reporter	NOD2 inhibition
> Cn1ccc(C(=O)NC(=S)Nc2ccc([N+](=O)[O-])cc2O)n1
  -102%	-76%
> CN(CC1CCOCC1)C(=O)CC1C(=O)NCCN1CC(c1ccccc1)c1ccccc1 (centres undefined)
  -8%	4%
> Cc1cc(Cl)ccc1OCC(=O)Nc1ccc(CN2CCOCC2)cc1
  -17%	7%
> Cc1ccc2c(c1)N(C(=O)CCC(=O)NCC(C)c1ccccc1)CC(C)O2 (centres undefined)
  -17%	9%
> COCCc1nn2c(=O)cc(COC(=O)c3cc(OC)c(OC)c(OC)c3)nc2s1
  -20%	16%
> CCOc1ccc(C(C)(C)C)cc1S(=O)(=O)Nc1ccncc1
  -28%	5%
> COc1cc(NC(=O)CCn2c(=O)oc3ccccc32)cc(OC)c1OC
  -17%	-4%
> NC(=O)CSc1n[nH]c(=O)n1CCc1ccccc1
  3%	-6%
> Cc1ccc(NC(=O)CN2C(=O)COc3ccc(S(=O)(=O)N4CCCC4)cc32)c(C)c1
  -11%	24%
> COc1ccc(-c2cc3c(=O)n(CC(=O)NCc4ccc(Cl)cc4)ncn3n2)cc1
  37%	-15%
> Cc1ccc(C(=O)Nc2ccc(F)cc2)cc1NC1=NC2CS(=O)(=O)CC2S1 (centres undefined)
  -28%	-3%
> CCOc1ccc(S(=O)(=O)Nc2ccc(C(=O)NCC(c3ccccc3)N(C)C)cc2)cc1 (centres undefined)
  -45%	7%
> O=C(Nc1cccc(Cl)c1)C1C2C=CC3(O2)C1C(=O)N(CCN1CCCCC1)C3C(=O)NC1CCCCC1 (centres undefined)
  -22%	7%
> CCOc1cc(-c2sc(Nc3ccccc3)n[n+]2-c2ccc(F)cc2)ccc1OC
  -13%	10%
> Cc1ccccc1N(CC(=O)NC1CCCCC1)C(=O)c1csnn1
  -6%	-10%

Next results
Below each SMILES – NOD1 NF-kB reporter	NOD2 inhibition
> CCOC(=O)c1cccc(NC(=O)C2CCN(c3ncnc4c3nc3n4CCCCC3)CC2)c1
  36%	24%
> COc1cccc(C(=O)N2CCN(C(=O)C3CC3)CC2)c1
  -27%	-6%
> O=C(COc1ccccc1Cl)NCCNC(=O)c1cccnc1
  2%	-13%
> Cc1ccc(CNC(=O)C(NS(=O)(=O)c2cccc3nsnc23)C(C)C)cc1 (centres undefined)
  -29%	3%
> O=C(Nc1ccon1)Nc1cccc(Cl)c1Cl
  -19%	-1%
> Cc1cccc([C@@H]2[C@@H]3C(=O)N(Cc4ccccc4)C(=O)[C@@H]3[C@]3(Cc4ccc(Cl)cc4)C(=O)N(c4cccc(Br)c4)C(=O)N23)c1
  19%	-83%
> CCN(CC)c1ccc2cc(C(=O)NCc3ccc(F)cc3)c(=N)oc2c1
  7%	4%
> O=C(Cc1ccccc1)N/N=C/c1cc(Br)cc(Br)c1O
  -9%	45%
> CCCOc1ccc(C(=O)Nc2cccnc2)cc1
  -43%	-20%
> COc1ccc(NC(=O)CCCCCN2C(=O)[C@@H]3Cc4ccccc4CN3C2=O)cc1Cl
  3%	17%
> COc1ccc2c3c([nH]c2c1)C(C)N(CCC(=O)NN)CC3 (centres undefined)
  -20%	-2%
> CC(=O)N1CCOc2ccc(S(=O)(=O)NCCc3ccc(Cl)cc3)cc21
  32%	16%
> Cc1ccc(S(=O)(=O)N2CCN(C(=O)Cn3nc(C)c([N+](=O)[O-])c3C)CC2)c(C)c1
  6%	2%
> O=C1NC(=O)C(Cc2c[nH]c3ccccc23)N1 (centres undefined)
  -36%	-7%
> O=C(Cc1cc(=O)oc2cc(O)ccc12)N[C@@H](Cc1c[nH]c2ccccc12)C(=O)O
  -5%	-2%

(listing goes on)
Below each SMILES – NOD1 NF-kB reporter	NOD2 inhibition
> COc1ccc(CNC(=O)CCS(=O)(=O)c2ccc3c(c2)CCN3C(C)=O)cc1
  -6%	13%
> COc1cc2c(cc1OC)CN(C(=O)Cc1ccccc1)CC2
  6%	-13%
> Cc1cccc(-c2cccc(NC(=O)C3CCCN(C(=O)c4cccnc4)C3)c2)c1 (centres undefined)
  -10%	11%
> COc1ccc(C(=O)NNC(=O)COc2ccc(Cl)cc2)c(OC)c1
  -15%	2%
> COc1ccccc1C(=O)Nc1ccnn1C1CCN(Cc2csc(C(C)=O)c2)CC1
  -12%	3%
> Cc1cccc(-c2nnc(NC(=O)c3ccco3)s2)c1
  -60%	-70%
> O=C(CNC(=O)c1ccccc1Br)N/N=C/c1cccs1
  -4%	-5%
> O=C(CNC(=O)c1ccccc1F)c1ccccc1
  -44%	-43%
> O=C(C1CCCN(Cc2ccccc2F)C1)N1CCCC1 (centres undefined)
  -8%	0%
> Cc1ccccc1N1CCN(C2CCCN(C(=O)CCC(F)(F)F)C2)CC1 (centres undefined)
  2%	-9%
> Cc1cc(O)c(C=Nc2ccc(N3CCOCC3)cc2)c(C)c1Cl
  18%	9%
> CCOC(=O)c1c(C)[nH]c(C(=O)OCc2ccc(F)cc2)c1C
  -117%	-70%
> O=C(O)CCC(=O)N1N=C(c2cccs2)CC1c1ccc(Br)cc1 (centres undefined)
  -5%	7%
> O=C(CSc1nnc(CNC(=O)c2cccs2)o1)Nc1ccc(Cl)cc1
  -16%	4%
> O=C(Cc1ccccc1)c1c[nH]c(C(=O)C(Cl)(Cl)Cl)c1
  4%	-13%

(cont.)
Below each SMILES – NOD1 NF-kB reporter	NOD2 inhibition
> CC(OC(=O)CNS(=O)(=O)c1ccc2ccccc2c1)C(=O)N(C)c1ccccc1 (centres undefined)
  0%	4%
> O=C1C2CCCCN2C(=O)N1CCCCN1CCN(c2ccccc2Oc2ccccc2)CC1 (centres undefined)
  -9%	-26%
> O=C(c1ccc(Oc2ccc(Cl)cc2)c([N+](=O)[O-])c1)N1CCCC1
  0%	7%
> Cc1cccnc1NC(=O)CCNC(=O)c1ccccc1Cl
  -6%	-23%
> COc1ccccc1CN1CC(C(=O)N(C)CCc2nc3ccc(F)cc3[nH]2)CCC1=O (centres undefined)
  -9%	8%
> Cc1c(OC(C)C(=O)NCCCN2CCOCC2)ccc2c3c(c(=O)oc12)CCC3 (centres undefined)
  11%	14%
> COc1ccc(C2c3[nH]c4ccccc4c3C[C@H]3C(=O)N(c4ccccc4C(=O)NCCN4CCOCC4)C(=O)N23)cc1 (some centres undefined)
  -10%	3%
> Cc1ccc(C)c(N2CCN(C(=O)CCC(=O)N3CCOc4ccc(Cl)cc43)CC2)c1
  -6%	16%
> Cc1ccc(CS(=O)Cc2ccc(C(=O)NCC(C)c3ccccc3)o2)cc1 (centres undefined)
  6%	4%
> Cc1nc2cc(NCc3ccc(Cl)cc3)ccc2n1C
  -31%	-136%
> Cc1ccc(S(=O)(=O)NC(=NC2CCCCC2)c2ccc(F)cc2)cc1
  -32%	-22%
> CC1CCN(CCCNC(=O)CN2C(=O)CSc3ccc(S(=O)(=O)N4CCCCC4)cc32)CC1
  -13%	11%
> COc1ccc(CCNC(=O)CNCC(c2ccccc2)N(C)C)cc1OC (centres undefined)
  -2%	10%
> C=CCn1c(COc2ccccc2)nc2ccccc21
  20%	-5%
> O=C(NCc1ccc(OC(F)(F)F)cc1)C1CC2Cn3c(nc4ccccc43)C2N1c1ccccc1 (centres undefined)
  11%	12%

The results go on:
Below each SMILES – NOD1 NF-kB reporter	NOD2 inhibition
> COc1ccc(C(=O)Nc2ccccn2)cc1S(=O)(=O)N1CCOCC1
  16%	11%
> CN(Cc1ccccc1)CC(O)COc1ccc(CNCc2cc3ccccc3s2)cc1 (centres undefined)
  -13%	10%
> Cc1cc(C)nc(OC(C(=O)O)C(OCC(C)C)(c2ccccc2)c2ccccc2)n1 (centres undefined)
  -8%	22%
> O=C(Nc1cccnc1Cl)c1cc(-c2ccc(Br)cc2)on1
  -45%	9%
> O=C(CSc1nnc(CNC(=O)c2ccco2)o1)Nc1ccccc1C(F)(F)F
  -16%	21%
> CCCOC1CCCN(C(=O)c2ccc3oc(C(C)C)nc3c2)C1 (centres undefined)
  -45%	-18%
> COc1ccc(C2c3cc(OC)c(OC)cc3CCN2C(=O)c2cccc([N+](=O)[O-])c2)cc1OC (centres undefined)
  -12%	4%
> O=C(/C=C/c1ccco1)NC(=S)Nc1cccc(C(=O)O)c1
  3%	-9%
> COc1ccc(CC(=O)NNC(=O)c2ccc(Br)o2)cc1
  -13%	10%
> COc1cccc(CNC(=O)N2CCN(c3ccccc3Cl)CC2)c1
  -26%	4%
> O=C(O)c1cccc(N2C(=O)c3cccc4cccc(c34)C2=O)c1
  27%	7%
> COc1ccccc1CNC(=O)C1CCCCN1S(=O)(=O)c1ccccc1 (centres undefined)
  -10%	5%
> Cc1onc(-c2ccccc2Cl)c1C(=O)N1CCN(c2ccc(F)cc2)CC1
  -14%	16%
> O=C(CC1CC2CCC1C2)NCCc1ccc(Cl)cc1 (centres undefined)
  -31%	-5%
> CCOc1ccc(NS(=O)(=O)c2ccc(C(=O)N(CC)CC(=O)NCc3cccs3)cc2)cc1
  -2%	3%

Further compounds
Below each SMILES – NOD1 NF-kB reporter	NOD2 inhibition
> COc1ccc(C(=O)N2CCN(C)C(=O)[C@@H]2C)cc1OC1CCN(C(C)=O)CC1
  -40%	-7%
> CCOc1ccc(C(=O)NCC(=O)NCCCSc2ccccc2)cc1OCC
  -5%	10%
> CCN(C(=O)COC(=O)/C=C/c1cccc(Br)c1)C1CCS(=O)(=O)C1 (centres undefined)
  -19%	1%
> O=C(NCCCn1ccnc1)c1ccc(C(F)(F)F)cc1
  -8%	-21%
> CN1CCc2c(sc3nc(SCC(=O)NCc4ccco4)n(-c4ccccc4)c(=O)c23)C1
  -13%	16%
> Cc1nc2ccc([N+](=O)[O-])cc2c(=O)n1Cc1ccc(F)cc1
  -12%	0%
> Cc1ccc(C(=O)CNc2ccccc2)cc1
  -1%	-6%
> CCOC(=O)N1CCN(c2ncnc3scc(-c4ccccc4)c23)CC1
  -14%	10%
> O=C(NCc1ccc(N2CCCC2=O)cc1)C1CCC(=O)N(Cc2ccccc2F)C1 (centres undefined)
  -29%	-5%
> COc1ccccc1N1CCN(CCCNC(=O)Cn2ncc3c([nH]c4ccccc43)c2=O)CC1
  38%	21%
> Cc1nccn1CCCNC(=O)C1CCC(=O)N(Cc2ccccc2F)C1 (centres undefined)
  -14%	15%

Molecules from the list above with fluorine (18):
Below each SMILES – NOD1 NF-kB reporter	NOD2 inhibition
> O=C(NCc1ccccn1)Nc1ccccc1C(F)(F)F
  -27%	-8%
> O=C(Nc1cccc(C(=O)Nc2cccc(C(F)(F)F)c2)c1)c1ccc(=O)[nH]c1
  -62%	10%
> Cc1ccc(C(=O)Nc2ccc(F)cc2)cc1NC1=NC2CS(=O)(=O)CC2S1 (centres undefined)
  -28%	-3%
> CCOc1cc(-c2sc(Nc3ccccc3)n[n+]2-c2ccc(F)cc2)ccc1OC
  -13%	10%
> CCN(CC)c1ccc2cc(C(=O)NCc3ccc(F)cc3)c(=N)oc2c1
  7%	4%
> O=C(CNC(=O)c1ccccc1F)c1ccccc1
  -44%	-43%
> O=C(C1CCCN(Cc2ccccc2F)C1)N1CCCC1 (centres undefined)
  -8%	0%
> Cc1ccccc1N1CCN(C2CCCN(C(=O)CCC(F)(F)F)C2)CC1 (centres undefined)
  2%	-9%
> CCOC(=O)c1c(C)[nH]c(C(=O)OCc2ccc(F)cc2)c1C
  -117%	-70%
> COc1ccccc1CN1CC(C(=O)N(C)CCc2nc3ccc(F)cc3[nH]2)CCC1=O (centres undefined)
  -9%	8%
> Cc1ccc(S(=O)(=O)NC(=NC2CCCCC2)c2ccc(F)cc2)cc1
  -32%	-22%
> O=C(NCc1ccc(OC(F)(F)F)cc1)C1CC2Cn3c(nc4ccccc43)C2N1c1ccccc1 (centres undefined)
  11%	12%
> O=C(CSc1nnc(CNC(=O)c2ccco2)o1)Nc1ccccc1C(F)(F)F
  -16%	21%
> Cc1onc(-c2ccccc2Cl)c1C(=O)N1CCN(c2ccc(F)cc2)CC1
  -14%	16%
> O=C(NCCCn1ccnc1)c1ccc(C(F)(F)F)cc1
  -8%	-21%
> Cc1nc2ccc([N+](=O)[O-])cc2c(=O)n1Cc1ccc(F)cc1
  -12%	0%
> O=C(NCc1ccc(N2CCCC2=O)cc1)C1CCC(=O)N(Cc2ccccc2F)C1 (centres undefined)
  -29%	-5%
> Cc1nccn1CCCNC(=O)C1CCC(=O)N(Cc2ccccc2F)C1 (centres undefined)
  -14%	15%
